core dimer inh: inhibitors of HCV core protein dimerization, primary screen, biochemical, TR-FRET, high-throughput. TR-FRET GST/Flag-core106 dimerization, 1536-well. inhibition, % at 5 µM. hit rate 0.33% among 300,000. AID 1899, 2009;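 active = inhibition above the mean of all tested compounds plus 3 SD, set per screening campaign, cut at about 45% in these data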
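Material: Tagged HCV core106 pair (GST and Flag) | Amount: GST-core106 13.5 nM, Flag-core106 17 nM | Medium: KF-containing HEPES buffer, pH 7.45, DTT, CHAPS, BSA | Reagent: Eu donor and XL665 acceptor anti-tag antibodies | Schedule: 4 h at 22.5 °C | Technique: Time-resolved FRET, ex 340 nm, em 617 and 671 nm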
EBNA-1 inhibitor: EBNA-1 DNA-binding inhibitors, primary screen, biochemical, fluorescence polarization. inhibition, % at 14.8 µM. hit rate 0.34% among 300,000; in the data active = inhibition above about 28%
TPT1 inhibitor: Candida albicans TPT1 enzyme inhibitors, primary screen, biochemical, fluorescence polarization; inhibition, % at 5 µM; hit rate 0.81% among 300,000; AID 1962, 2009; recombinant caTPT1, FP RNA substrate dephosphorylation;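 active = inhibition above the mean of all tested compounds plus 3 SD, set per screening campaign, cut at about 24% in these data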;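 also: plate controls were DMSO alone for no effect and ferristatin control at 100 nM for full effect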
ZTA counter: blocks Epstein-Barr virus ZTA, an EBNA-1 counter-screen; inhibition, % at 11 µM; ZTA-DNA binding, fluorescence polarization; AID 2234; hit rate 0.15% among 320,000; P03206; in the data active = inhibition above about 33%
Target sequence (P03206 whole entry, looked up): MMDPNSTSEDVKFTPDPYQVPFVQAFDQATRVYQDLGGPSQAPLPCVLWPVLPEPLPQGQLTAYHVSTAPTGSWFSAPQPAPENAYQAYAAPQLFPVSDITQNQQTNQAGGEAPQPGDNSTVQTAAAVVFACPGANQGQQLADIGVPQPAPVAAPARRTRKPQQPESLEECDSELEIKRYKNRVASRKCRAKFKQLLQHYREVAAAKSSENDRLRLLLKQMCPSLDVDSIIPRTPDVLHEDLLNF
Efflux pump mplx: inhibitors of Candida efflux pumps in yeast, primary screen, S. cerevisiae, Nile Red, multiplex; hit rate 0.44% among 330,000; S. cerevisiae Candida pump triplex; inhibition, % at 10 µM;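 active = plate passing quality check with inhibition over a set limit, or well fluorescence over plate mean plus 4 SD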;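 also: Nile Red retained in pooled yeast measured as flow cytometry median fluorescence; 0% = buffer negative control and 100% = Enniatin B positive control; higher means more Nile Red kept so more efflux inhibition; some compounds called inactive have numbers as strong as hits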
PP5 inh: PP5 phosphatase inhibitors, primary screen, biochemical, fluorescence; Serine/threonine-protein phosphatase 5 (Homo sapiens), P53041; purified PP5c, OMFP substrate fluorescence; inhibition, % at 6.7 µM; hit rate 0.18% among 320,000;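 active = inhibition above the campaign's mean inhibition across all tested compounds plus 3 SD, cut at about 9.5% in these data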;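 also: 0% = DMSO only and 100% = 100 µM cantharidin control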
Target sequence (P53041 whole entry, looked up): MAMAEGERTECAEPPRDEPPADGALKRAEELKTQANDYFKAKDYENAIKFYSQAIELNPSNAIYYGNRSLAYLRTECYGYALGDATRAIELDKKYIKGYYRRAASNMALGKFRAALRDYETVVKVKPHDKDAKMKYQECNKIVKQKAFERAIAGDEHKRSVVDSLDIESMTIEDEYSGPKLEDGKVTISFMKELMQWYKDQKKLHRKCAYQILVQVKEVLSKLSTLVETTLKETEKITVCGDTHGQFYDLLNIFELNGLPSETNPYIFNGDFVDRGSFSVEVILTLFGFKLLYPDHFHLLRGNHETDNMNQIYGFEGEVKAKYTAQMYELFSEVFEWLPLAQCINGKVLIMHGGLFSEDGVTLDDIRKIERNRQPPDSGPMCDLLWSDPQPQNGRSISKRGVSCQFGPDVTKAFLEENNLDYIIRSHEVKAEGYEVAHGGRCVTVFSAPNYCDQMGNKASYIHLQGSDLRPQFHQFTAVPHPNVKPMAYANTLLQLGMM
PP1 inh: PP1-alpha phosphatase inhibitors, primary screen, counter-screen for PP5 inhibitor project, biochemical, fluorescence, OMFP substrate, single point; hit rate 0.9% among 320,000; inhibition, % at 6.7 µM; purified PP1alpha; Serine/threonine-protein phosphatase PP1-alpha catalytic subunit (Homo sapiens), P62136;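 active = inhibition above the mean inhibition of all tested compounds plus 3 SD, computed separately for each screening campaign, cut at about 15% in these data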
Target sequence (P62136 whole entry, looked up): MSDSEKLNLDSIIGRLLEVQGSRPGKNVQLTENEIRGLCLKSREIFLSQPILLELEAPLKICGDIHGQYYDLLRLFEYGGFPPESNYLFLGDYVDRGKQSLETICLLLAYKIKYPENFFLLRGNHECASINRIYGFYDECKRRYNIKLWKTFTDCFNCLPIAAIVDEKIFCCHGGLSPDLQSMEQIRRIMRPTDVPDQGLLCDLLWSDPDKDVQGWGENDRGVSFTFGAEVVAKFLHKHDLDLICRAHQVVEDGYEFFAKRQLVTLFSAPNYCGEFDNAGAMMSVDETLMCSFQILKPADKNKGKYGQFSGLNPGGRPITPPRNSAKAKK
Fh CTSL1 inh: Fasciola hepatica cathepsin L1 inhibitors, primary screen, counter-screen for PFM18AAP inhibitor project, biochemical, QFRET, fluorogenic peptide substrate. recombinant F. hepatica cathepsin L1, Z-Leu-Arg-MCA fluorescence. inhibition, % at 5.96 µM. hit rate 0.49% among 300,000;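 active = inhibition above the mean of all tested compounds plus 3 SD, set per screening campaign, cut at about 17% in these data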;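 also: 0% = plate median of test compound wells and 100% = 1 µM Z-Phe-Ala-diazomethylketone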
PREPL inhibitor: PREPL enzyme inhibitors, primary screen, biochemical, fluorescence polarization; Prolyl endopeptidase-like (Homo sapiens), Q4J6C6; recombinant PREPL, fluorescence polarization activity-based probe; inhibition, % at 5.96 µM; hit rate 0.68% among 320,000; in the data active = inhibition above about 43%;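 also: 0% = enzyme with DMSO and 100% = wells lacking enzyme; many of its hits are not listed in these tables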
An asterisk follows results filed as active; nt = not tested or not shown. Not all compounds are listed (hit frequency here may not be typical).

SMILES | core dimer inh | EBNA-1 inhibitor | TPT1 inhibitor | ZTA counter | Efflux pump mplx | PP5 inh | PP1 inh | Fh CTSL1 inh | PREPL inhibitor
CC(OC(=O)c1cc(Br)ccc1O)C(=O)NCc1ccc2c(c1)OCO2 (stereo not drawn) | 2 | -3 | -2 | -2 | 0.4 | 0.2 | 4 | 3 | 8
COCCN1C(=O)N[C@@H](CCc2ccccc2)C(C(C)=O)=C1C | 5 | -6 | 0 | -2 | 0.0 | 3.9 | 5 | 0 | 2
O=C1/C(=C/c2cccnc2)SC(=S)N1NS(=O)(=O)c1ccccc1 | 7 | -4 | -2 | -12 | 0.1 | -0.1 | -2 | 2 | 0
COc1ccc(CNc2ncc(-c3cccc([N+](=O)[O-])c3)n2C)c(OC)c1OC | 3 | -3 | -1 | 2 | -0.1 | 0.3 | 1 | -5 | 3
CC(C)C(=O)Nc1c2c(nn1-c1ccc([N+](=O)[O-])cc1)CS(=O)(=O)C2 | -5 | 15 | 3 | -3 | 0.2 | -0.8 | 0 | -3 | 3
O=C(COC(=O)Cc1ccsc1)Nc1cccc(Cl)c1 | nt | nt | nt | -17 | 0.0 | 2.3 | 7 | nt | 12
CCCc1cc(=O)oc2c3c(cc(OCC(=O)NCc4ccncc4)c12)OC(C)(C)CC3 | 1 | 9 | -5 | -9 | -0.4 | 0.5 | -2 | 4 | 5
CNC(=S)N(Cc1cc2cc(OC)c(OC)cc2[nH]c1=O)C1CCCC1 | 2 | -1 | 1 | -2 | -0.1 | -0.9 | -3 | 1 | 11
CCOC(=O)c1oc2cccc(OC(C)=O)c2c1C | -1 | -9 | -4 | -10 | 0.0 | 4.3 | 3 | -1 | 5
O=C(O)CC1(c2ccccc2)C(=O)c2ccccc2C1=O | 1 | 0 | 3 | 10 | 0.0 | -2.8 | -7 | -4 | 0
CCCC(=O)NC(Nc1cc(C(F)(F)F)ccc1Cl)C(Cl)(Cl)Cl (stereo not drawn) | 4 | 6 | -4 | 5 | -0.1 | 4.0 | 5 | 11 | 0
Cc1oc2cc([N+](=O)[O-])c(O)c([N+](=O)[O-])c2c1C(=O)c1ccc(Cl)cc1 | 5 | 5 | 0 | -13 | -0.1 | 1.5 | 6 | 3 | -7
COc1ccc(CNCC(=O)Nc2sccc2C#N)cc1 | 27 | 2 | 4 | -1 | -0.1 | 2.6 | 1 | -3 | 16
O=C(COC(=O)C1CC(=O)N(Cc2ccccc2)C1)Nc1ccc(Cl)cc1F (stereo not drawn) | -2 | -6 | 5 | 4 | 0.3 | -3.0 | -5 | -38 | 14
COc1ccc(C)cc1S(=O)(=O)NCC(c1cccnc1)N1CCc2ccccc2C1 (stereo not drawn) | 0 | 1 | -1 | -2 | 0.0 | -1.4 | -1 | -2 | 13
C=C(C)C1CC=C(C)/C(=N/NC(=O)COc2ccc(Cl)cc2)C1 (stereo not drawn) | 4 | 8 | -2 | -9 | -0.1 | 0.5 | 4 | 0 | 1
O=C(CN1CCN(c2cccc(Cl)c2)CC1)NCc1ccccc1 | 6 | -2 | -1 | 2 | 0.0 | 0.3 | -5 | 24* | -11
COc1cccc(NC(=O)CN2CCN(CC(=O)Nc3ccc(F)cc3)CC2)c1 | 4 | 0 | 2 | 5 | 0.5 | -1.5 | 1 | 4 | 7
CCOC(=O)c1cc(CC)sc1NC(=O)c1ccc([N+](=O)[O-])c(N2CCOCC2)c1 | 1 | 2 | -2 | -5 | -0.4 | 0.4 | 1 | -1 | -1
COc1ccc(Cl)cc1-c1nc(N)nc(NC2CCCCC2)n1 | -3 | 13 | -2 | -10 | 0.1 | 3.2 | 3 | -2 | -4
CCCCn1c(O)c(/C=C2\C=NN=C2c2ccccc2)sc1=S | 1 | 4 | 0 | 2 | -0.1 | 1.2 | 3 | 1 | -20
Nn1cnc2sc3c(c2c1=O)CCC3 | -4 | 7 | -4 | -6 | -0.1 | -0.4 | -2 | 1 | 3
CCOC(=O)N1CCN(C(=O)c2c[nH]c3ccc(S(=O)(=O)N(C)c4ccccc4C)cc3c2=O)CC1 | -1 | -2 | -1 | -19 | -0.1 | -0.2 | -2 | -4 | -7
Cc1sc(NC(=O)C2CCCCC2)c(C#N)c1-c1ccccc1 | 20 | -9 | 9 | -1 | 0.2 | -4.1 | 5 | 0 | 1
O=C(N1CCOCC1)C(F)(F)C(F)(F)C(F)(F)C(F)(F)C(=O)N1CCOCC1 | -4 | 5 | -1 | 7 | 0.0 | 0.3 | -3 | -3 | 0
N#CCCCN1C(=O)C(O)(CC(=O)c2ccc3c(c2)OCCO3)c2ccccc21 (stereo not drawn) | 9 | -10 | -2 | -7 | 0.1 | 0.5 | -2 | 2 | -1
O=C1C(=O)N(Cc2cccnc2)C(c2cccc(O)c2)/C1=C(\O)c1ccc2c(c1)OCCO2 (stereo not drawn) | -3 | -7 | -1 | -12 | 0.0 | -0.1 | 0 | -4 | 7
N#C/C(=C/c1ccncc1)c1nc2ccccc2c(=O)[nH]1 | -5 | -2 | 9 | -27 | 0.1 | 1.6 | 7 | -1 | 8
CN(Cc1ccc(Cl)cc1)C(=O)c1ccc2ccccc2n1 | 0 | -10 | -2 | 4 | 0.1 | 3.4 | 2 | -1 | -8
Cc1cc(NC(=O)C(C)C)ncc1NC(=O)Cc1ccccc1 | -8 | -3 | 0 | 8 | 0.1 | 2.6 | -6 | -2 | 10

In another format: entries from further up.
Fields – core dimer inh | EBNA-1 inhibitor | TPT1 inhibitor | ZTA counter | Efflux pump mplx | PP5 inh | PP1 inh | Fh CTSL1 inh | PREPL inhibitor
- Nn1cnc2sc3c(c2c1=O)CCC3
  -4 | 7 | -4 | -6 | -0.1 | -0.4 | -2 | 1 | 3
- CCOC(=O)N1CCN(C(=O)c2c[nH]c3ccc(S(=O)(=O)N(C)c4ccccc4C)cc3c2=O)CC1
  -1 | -2 | -1 | -19 | -0.1 | -0.2 | -2 | -4 | -7
- Cc1sc(NC(=O)C2CCCCC2)c(C#N)c1-c1ccccc1
  20 | -9 | 9 | -1 | 0.2 | -4.1 | 5 | 0 | 1
- O=C(N1CCOCC1)C(F)(F)C(F)(F)C(F)(F)C(F)(F)C(=O)N1CCOCC1
  -4 | 5 | -1 | 7 | 0.0 | 0.3 | -3 | -3 | 0
- N#CCCCN1C(=O)C(O)(CC(=O)c2ccc3c(c2)OCCO3)c2ccccc21 (stereo not drawn)
  9 | -10 | -2 | -7 | 0.1 | 0.5 | -2 | 2 | -1

Further entries follow.
SMILES | core dimer inh | EBNA-1 inhibitor | TPT1 inhibitor | ZTA counter | Efflux pump mplx | PP5 inh | PP1 inh | Fh CTSL1 inh | PREPL inhibitor
CC(C)(C)OC(=O)N1CCN(c2ccc(CNC(=O)c3ccc(Cl)cc3)cc2)CC1 | 3 | -7 | -1 | -2 | 0.1 | 4.0 | 2 | 2 | 30
Clc1ccc(Oc2cnns2)cc1Cl | 2 | -4 | -4 | 2 | 0.0 | 2.8 | -4 | -3 | 0
O=S(=O)(/N=C(/Nc1ccccc1)c1ccccc1)c1cccs1 | 1 | -1 | -5 | 9 | -0.2 | -0.3 | -1 | -1 | -8
Cc1cccc2c3nc4ccccc4nc3n(C)c12 | 4 | 5 | -4 | 9 | -0.3 | -0.8 | 6 | -2 | -19
COc1cccc(CNS(=O)(=O)c2ccc(S(=O)(=O)NC3CC3)cc2)c1 | 5 | 13 | -3 | 5 | 0.1 | 0.5 | -3 | -2 | -10
COc1ccc(C2=NN3C(C2)c2ccccc2OC32C(=O)N(C)c3ccccc32)cc1 (stereo not drawn) | 65* | -1 | 5 | -4 | 0.1 | 3.1 | 6 | 6 | -9
Cc1ccc(C)c(Nc2nn3c(=O)c4ccc(C(=O)NCc5cccnc5)cc4nc3s2)c1 | -2 | 3 | -3 | -16 | 0.0 | 1.4 | -1 | 2 | 13
CC1CCCC(C)N1C(=O)CSc1nc2ccccc2s1 (stereo not drawn) | 13 | 8 | 0 | 19 | 0.0 | -1.7 | 1 | 2 | -1
CCCCN(CC)CCCNC(=O)c1ccc2c(c1)N(CC)C(=O)c1ccccc1S2(=O)=O | -7 | 6 | 0 | -4 | 0.0 | 2.2 | 0 | -6 | 10
CN(C)C1=NCCN1CC1CCCCC1 | -6 | -10 | 3 | -15 | 0.2 | 2.4 | -3 | 1 | 14
Cc1occc(=O)c1OC(=O)Nc1ccccc1 | -2 | 18 | -3 | -6 | 0.0 | 0.9 | -1 | -5 | 7
CCOC(=O)C(N)CSC1CC(=O)N(c2ccc(OCC)cc2)C1=O (stereo not drawn) | 1 | 3 | 0 | 1 | 0.0 | 0.8 | -1 | -4 | -6
C=CCNC(=S)N1CCN(CCN=CC2=C(O)CC(c3ccc(Cl)cc3)CC2=O)CC1 (stereo not drawn) | 3 | -2 | 3 | -9 | 0.0 | -3.0 | -1 | 0 | 28
CCC12CN(C(=O)c3ccc([N+](=O)[O-])cc3)CC(CC)(CN(C(=O)c3ccc([N+](=O)[O-])cc3)C1)C2=O | 2 | -6 | 3 | 7 | 0.1 | 1.3 | 1 | -4 | 11
c1coc(-c2nnc3sc(C4CCCCC4)nn23)c1 | 1 | -7 | 3 | 7 | 0.0 | 1.6 | -3 | -3 | 4
O=[N+]([O-])c1ccc(-c2c(O)c3ccccc3c3nc4ccccc4nc23)cc1 | -7 | 1 | 0 | 4 | 0.3 | 0.1 | -5 | 2 | 3
CCCC(c1nnnn1Cc1cccs1)N1CCN(C2CCCC2)CC1 (stereo not drawn) | 2 | -8 | -2 | 11 | 0.1 | -5.2 | 4 | -5 | 7
CCOc1cc(/C=N/NC(N)=S)cc(Br)c1OCc1ccccc1C | 28 | 8 | -6 | 7 | 0.0 | 3.0 | 12 | 3 | -3
C/C=C/c1ccc(OCCCNC2CCCC2)c(OC)c1 | 3 | -12 | 0 | -3 | 0.0 | 0.7 | -1 | 2 | 9
CCOc1cc(-c2nc(-c3ccc(OC)cc3)no2)cc(OCC)c1OCC | 1 | 18 | 0 | 9 | 0.0 | 1.5 | 2 | 2 | -3
COc1ccc(CCNC(=O)CSc2nc(=O)n3cc(C)ccc3n2)cc1OC | -9 | 6 | -4 | -5 | -0.1 | -1.7 | -2 | 1 | 9
O=C1CCN1C1(C(=O)NC2CCCCC2)CCCC1 | -10 | 8 | 0 | 4 | -0.1 | 0.7 | 1 | -2 | 4
CCOc1ccc(-n2cc(C(=O)NCc3ccco3)c3cc(OC)c(OC)cc3c2=O)cc1 | 9 | -10 | 5 | 10 | 0.4 | 0.7 | 2 | 5 | 8
Cc1nc2ccccc2c(=O)n1CCN1CCOCC1 | -1 | 13 | 0 | 6 | -0.1 | -0.8 | -3 | -1 | 2
C=CCc1ccccc1OCC(O)CN1CCN(C(=O)OCC)CC1 (stereo not drawn) | 3 | 9 | 3 | 9 | 0.1 | -1.0 | -4 | 2 | 8
COc1ccc(/C=N/NC(=O)CNC(=O)c2ccc(S(=O)(=O)N3CCOCC3)cc2)cc1OC | -2 | 0 | -1 | -10 | 0.0 | -0.5 | 0 | 0 | -4
Cc1ccc(Cn2ccsc2=NC(=O)CCl)cc1 | 5 | -2 | -2 | -16 | -0.1 | -0.1 | -4 | 10 | -1
COc1cc(/C=N/n2c(C3CCCCC3)n[nH]c2=S)cc(Br)c1O | -4 | 8 | 1 | 1 | 0.3 | 5.5 | 0 | 1 | -4

High-throughput results (PubChem)
